# Compound activity from PubChem BioAssay.
# Glyco luc inh – increase of ERlucT glycosylation luciferase signal, primary screen, N-linked glycosylation inhibitor project, D54 ERlucT cells, luminescence, set 2; hit rate 0.23% among 360,000; D54 ERlucT glycosylation luciferase reporter, 24 h; percent of 100 nM tunicamycin response; reporter increase, % at 12.5 µM; AID 588692, 2011;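 active = mean luciferase reporter signal, scaled so untreated is 0 and the glycosylation-blocking control 100, at or above a set limit in every replicate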;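 note: luciferase carries N-glycosylation sites so blocking glycosylation raises the light; 0% = median of neutral control wells and 100% = median of 100 nM tunicamycin wells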
# aDG glyco up – activators of alpha-DG glycosylation, primary screen, uHTS, Pro5-aDG cells, AlphaScreen. hit rate 0.22% among 360,000. activation, % at 10 µM. alpha-DG glycosylation AlphaScreen (IIH6); 0% Pro5, 100% B10-LARGE cell signal. AID 624168, 2012;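 active = activation of at least 8% versus controls, or a plate z-score of at least 8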;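 note: Pro5 are CHO cells carrying HIG-tagged alpha-DG that lacks glycosylation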
# Granule exo inh – LAMP-1 surface exposure blockers, TALL-104 cells – cell-based, flow cytometry, MLPCN library, primary screen; AID 651702, 2012; TALL-104 LAMP-1 surface exposure; cells stimulated with thapsigargin and PMA; inhibition, % at 10 µM; hit rate 0.66% among 360,000;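 active = inhibition above about 55%, limit read from the data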
# MC4R antagonist – MC4R antagonists of cAMP signaling, primary screen, cell-based, TR-FRET, antagonist arm of biased-ligand search; MC4R-expressing cells, MTII-stimulated cAMP, LANCE TR-FRET; inhibition, % at 6.5 µM; hit rate 0.48% among 360,000;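 active = inhibition above its plate's cutoff, the mean of tested wells on that plate plus 3 SD, cut at about 29% in these data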;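 note: 0% = Melanotan II alone and 100% = Melanotan II plus saturating MCL0020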
#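 Assay system: human MC4R-expressing U2OS cells; reagent: Melanotan II stimulation of cells; dosing: 6.5 µM single dose; timing: compound 30 min, challenge 1 h, detection 1 h; signal: TR-FRET cAMP assay; replicates: one well per compound, no replicates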
# ABHD5-PLIN5 inh – ABHD5-PLIN5 interaction inhibitors, primary screen, cell lysate, split luciferase complementation, luminescence. AID 602281, 2012. hit rate 0.78% among 360,000. inhibition, % at 4 µM. Split G. princeps luciferase complementation, 4 h;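 active = inhibition above the mean inhibition across every tested compound plus 3 SD, cut at about 22% in these data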;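 note: 0% = DMSO only wells and the 100% control is not disclosed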
# NOD2 RIPK2 PPI – NOD2-RIPK2 binding disruptors in cells, primary screen, fluorescence, CHO cells, BLA complementation; Receptor-interacting serine/threonine-protein kinase 2 (Homo sapiens), O43353; CCF4 ratio; inhibition, % at 4.98 µM; hit rate 0.38% among 360,000; AID 624267, 2012; in the data active = inhibition above about 21%;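 note: 0% = vehicle only and 100% = reference blocker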
# ABCB6 inh MLPCN – ABCB6 transporter inhibitors, primary screen, K562-ABCB6 cells, flow cytometry, MLPCN library | K562-ABCB6 porphyrin accumulation, 1 h; active compounds read low | ATP-binding cassette sub-family B member 6 (Homo sapiens), Q9NP58 | AID 602162, 2011 | fluorescence ratio to DMSO, % at 10 µM | hit rate 0.19% among 360,000;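 active = fluorescence ratio to DMSO below 75%, the collection mean minus 3 SD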;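 note: signal is porphyrin accumulated inside mitochondria; 100% equals median channel fluorescence of DMSO control wells; lower ratio means ABCB6 inhibition with less porphyrin fluorescence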
# Target sequence (Q9NP58 whole entry, looked up): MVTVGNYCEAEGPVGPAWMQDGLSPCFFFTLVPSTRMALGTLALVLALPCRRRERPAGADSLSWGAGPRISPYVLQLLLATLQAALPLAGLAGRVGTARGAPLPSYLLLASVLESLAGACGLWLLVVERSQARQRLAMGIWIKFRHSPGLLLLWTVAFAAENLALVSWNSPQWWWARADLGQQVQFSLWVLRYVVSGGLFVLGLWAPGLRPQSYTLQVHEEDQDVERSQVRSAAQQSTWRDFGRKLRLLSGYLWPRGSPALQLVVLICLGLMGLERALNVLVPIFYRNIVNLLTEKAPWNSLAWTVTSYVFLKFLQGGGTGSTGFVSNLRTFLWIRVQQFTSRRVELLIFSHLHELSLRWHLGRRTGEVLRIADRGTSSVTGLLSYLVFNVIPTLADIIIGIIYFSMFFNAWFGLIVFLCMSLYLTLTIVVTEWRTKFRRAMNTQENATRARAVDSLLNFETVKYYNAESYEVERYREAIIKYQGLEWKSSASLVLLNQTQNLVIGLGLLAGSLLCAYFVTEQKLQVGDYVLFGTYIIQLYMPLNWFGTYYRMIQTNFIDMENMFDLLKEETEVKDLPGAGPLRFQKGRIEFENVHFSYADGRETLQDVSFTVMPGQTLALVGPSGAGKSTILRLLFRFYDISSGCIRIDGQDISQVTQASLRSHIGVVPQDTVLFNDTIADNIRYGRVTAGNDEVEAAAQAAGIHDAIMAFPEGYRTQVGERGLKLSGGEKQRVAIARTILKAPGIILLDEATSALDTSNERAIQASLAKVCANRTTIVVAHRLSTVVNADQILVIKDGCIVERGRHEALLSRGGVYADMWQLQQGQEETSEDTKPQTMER
# TLR9-MyD88 inh – inhibitors of TLR9-MyD88 association in cells, primary screen, cell-based, CHO, BLA complementation, fluorescence; CCF4 FRET ratio; inhibition, % at 4.98 µM; hit rate 0.21% among 340,000;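 active = inhibition above the mean over all tested compounds plus 3 SD, cut at about 21% in these data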;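 note: 0% = DMSO only wells and 100% = clavulanate BLA inhibitor control wells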
# Vif inh – HIV Vif self-association inhibitors, primary screen, imaging, HEK293T, single point; inhibition, % at 7.49 µM; hit rate 0.35% among 340,000; HEK293T cells, Vif self-association by quenched fluorescence, 24 h; in the data active = inhibition above about 50%, passing the limit was not always enough; note: some results filed as inactive read as strong as hits
# MC4R ag barr – MC4R agonists recruiting beta-arrestin, primary screen, cell-based, luminescence, agonist arm of biased-ligand search | activation, % at 8.9 µM | U2OS MC4R beta-arrestin complementation; percent of melanotan II response, DMSO zero | hit rate 0.98% among 360,000 | Melanocortin receptor 4 (Homo sapiens), P32245;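 active = activation above a per-plate cutoff, the mean activation of sample wells on that plate plus 3 SD, cut at about 8% in these data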
# An asterisk follows results filed as active; . = no result given.
ABCB6 inh MLPCN	Vif inh	MC4R antagonist	Granule exo inh	TLR9-MyD88 inh	Glyco luc inh	NOD2 RIPK2 PPI	MC4R ag barr	ABHD5-PLIN5 inh	aDG glyco up	SMILES
91	.	0	-5	8	-1	-4	-2.1	-7	0.1	NNC(=S)Nc1cccc(Cl)c1
97	-4	-1	-4	-1	2	2	-0.9	3	0.5	CCCCn1c(N)c(N(CC(C)C)C(=O)CN(C)S(=O)(=O)c2ccc(C)cc2)c(=O)[nH]c1=O
103	-16	6	2	-1	0	12	-1.1	-4	0.2	Cc1ccc(C)c(NC(=O)C2CCCC2)c1
102	14	10	-1	-16	3	0	-1.7	-4	0.0	CC(C)OCC(O)CCc1n[nH]c(=S)n1-c1ccccc1 (stereo unspecified)
107	8	6	2	6	3	2	-1.5	1	0.2	CCOCCCNC(=O)CN1C(=O)COc2ccc(S(=O)(=O)N3CCCC3)cc21
94	24	-6	2	-2	-1	-3	-0.7	-6	0.2	CCC(C(=O)NC(C)(C)C)N(Cc1cccs1)C(=O)CNS(=O)(=O)c1ccccc1 (stereo unspecified)
95	-3	1	-7	-10	2	-3	0.9	-1	0.1	COc1ccc(C(=O)Nc2ccccc2N2CCOCC2)cc1S(=O)(=O)N1CCCC1
97	-3	-1	-1	-7	-1	-3	-1.3	3	-0.1	O=c1[nH]c(CN2CCCCC2)nc2ccccc12
101	4	15	0	0	0	-8	-3.5	2	-0.4	O=C(O)c1csc(N/N=C/c2ccc(Br)cc2)n1
98	17	4	16	-2	1	0	-0.6	0	0.0	CCOC(=O)C1CCCN(C(=O)CC(c2ccccc2)c2ccccc2)C1 (stereo unspecified)
97	-1	5	-1	-7	1	-6	-0.1	5	0.6	Cc1cc(NC(=NC2CC2)c2ccccc2F)n(-c2ccccc2)n1
100	-5	-2	-4	2	2	7	-1.3	5	0.0	Cc1cc(C)nc(NS(=O)(=O)c2ccc(NC(=O)c3ccc(S(=O)(=O)N(C)C)cc3)cc2)n1
91	1	-4	-1	-4	0	-3	-1.0	2	0.3	O=C(Oc1ccc2ccccc2c1)c1ccco1
101	2	2	0	-5	-1	5	-0.1	1	0.3	Cc1ccc(NC(=O)CSc2ccccn2)cc1S(=O)(=O)N1CCOCC1
89	.	7	-4	3	-4	-10	-2.3	-1	0.2	COc1ccc(-c2nnc(SCC(=O)N3c4ccccc4Sc4ccccc43)o2)cc1
93	0	6	-3	5	1	-3	-1.0	-1	-0.1	O=C(O)CCCNS(=O)(=O)c1ccccc1
96	-14	0	2	-5	-2	3	0.7	-3	0.0	C/C(=N\NC(=O)CC(C)C)c1c(C(F)(F)F)[nH]n(-c2nc3ccccc3s2)c1=O
104	-3	2	3	6	1	4	-2.2	-5	0.7	COCCN(C(=O)COC(=O)c1ccccc1Cc1ccccc1)c1c(N)n(Cc2ccccc2)c(=O)[nH]c1=O
89	-24	3	32	3	0	-1	2.2	-1	0.3	C=CCOc1ccc(CN(C)C(=O)CNC(=O)c2ccc(-c3ccccc3)cc2)cc1
90	-6	13	1	.	4	3	-1.1	-4	0.3	Cn1c(OCC2CCCO2)nc2cc(-c3ccccc3)sc2c1=O (stereo unspecified)

# Filtered by structure: the entries above containing an NH in an aromatic ring.
ABCB6 inh MLPCN	Vif inh	MC4R antagonist	Granule exo inh	TLR9-MyD88 inh	Glyco luc inh	NOD2 RIPK2 PPI	MC4R ag barr	ABHD5-PLIN5 inh	aDG glyco up	SMILES
97	-4	-1	-4	-1	2	2	-0.9	3	0.5	CCCCn1c(N)c(N(CC(C)C)C(=O)CN(C)S(=O)(=O)c2ccc(C)cc2)c(=O)[nH]c1=O
102	14	10	-1	-16	3	0	-1.7	-4	0.0	CC(C)OCC(O)CCc1n[nH]c(=S)n1-c1ccccc1 (stereo unspecified)
97	-3	-1	-1	-7	-1	-3	-1.3	3	-0.1	O=c1[nH]c(CN2CCCCC2)nc2ccccc12
96	-14	0	2	-5	-2	3	0.7	-3	0.0	C/C(=N\NC(=O)CC(C)C)c1c(C(F)(F)F)[nH]n(-c2nc3ccccc3s2)c1=O
104	-3	2	3	6	1	4	-2.2	-5	0.7	COCCN(C(=O)COC(=O)c1ccccc1Cc1ccccc1)c1c(N)n(Cc2ccccc2)c(=O)[nH]c1=O

# Continuation:
ABCB6 inh MLPCN	Vif inh	MC4R antagonist	Granule exo inh	TLR9-MyD88 inh	Glyco luc inh	NOD2 RIPK2 PPI	MC4R ag barr	ABHD5-PLIN5 inh	aDG glyco up	SMILES
97	1	1	0	-7	4	-1	-2.9	-25	-0.2	Cc1sc(NC(=S)Nc2ccc(F)cc2)c(C(N)=O)c1C
92	-7	4	-1	-5	-1	1	-0.3	2	0.6	O=C(COc1cccnc1[N+](=O)[O-])Nc1cc(S(=O)(=O)N2CCCCC2)ccc1Cl
94	-14	-7	2	-1	-5	5	-1.0	-13	0.9	CC1CN(S(=O)(=O)c2cc(C(=O)NCCC3=CCCCC3)ccc2Cl)CC(C)O1 (stereo unspecified)
93	3	1	-1	-2	-1	-3	-1.1	-1	0.1	O=C(NCc1ccccn1)C1CCCN(S(=O)(=O)c2ccc(Br)cc2)C1 (stereo unspecified)
98	0	3	-5	10	1	-7	-1.4	-4	-0.6	O=S1(=O)CCC(NC(=S)NCCNC(=S)NC2CCS(=O)(=O)C2)C1 (stereo unspecified)
103	-3	11	-2	-3	3	-13	-0.4	-4	0.0	O=C(NCCCn1ccnc1)c1cc([N+](=O)[O-])cc([N+](=O)[O-])c1
96	-1	-3	-3	.	3	-2	0.9	3	1.4	COc1cc(OC)nc(Nc2nc(C(N)COCc3ccccc3)cs2)n1 (stereo unspecified)
98	3	7	2	-4	0	-1	-2.0	6	0.0	Cc1c(Cl)cccc1NC(=O)CSc1nnnn1C
98	19	-3	1	-6	34*	-5	-1.1	4	0.0	COc1cc(/C=C2/C(=O)N(C)C(=S)N2C)ccc1OCc1cccc(F)c1
96	-14	1	2	2	1	2	-2.9	3	0.2	Cc1nc(C)c(C(=O)N2CCCC(C(=O)c3ccc4ccccc4c3)C2)s1 (stereo unspecified)
95	33	1	21	3	2	-1	-1.2	0	-0.1	CCOc1ccc(S(=O)(=O)N2CCOCC2)cc1NC(=O)c1ccccc1F
100	3	13	0	0	-1	1	-1.1	5	-0.3	CCc1ccc(NC(=O)Cc2ccc(NC3=NC4CS(=O)(=O)CC4S3)cc2)cc1 (stereo unspecified)
97	-7	-7	-2	-4	1	-4	-0.6	4	0.1	O=C(CSC1=NS(=O)(=O)c2cc(Cl)ccc2N1)c1ccc(Cl)cc1
99	-4	-3	2	-3	1	0	-0.4	3	-0.1	CCCCNC(=O)COC(=O)c1ccc(Cl)c(S(N)(=O)=O)c1
105	-1	13	-1	-4	-5	-8	-1.6	-5	-0.2	CCCN1CCN(CCCNC(=O)c2ccc(NC(=O)C3=C(C)OCCS3)cc2)CC1
98	.	-2	2	3	2	0	3.2	5	-0.1	COC(=O)C1CCN(c2cc(=O)n(Cc3ccc(F)cc3)c(=O)[nH]2)CC1
102	-2	6	-1	-11	3	2	2.5	4	0.5	COc1cc2c(C(=O)N3CCN(c4cccc(Cl)c4)CC3)cn(CC(C)C)c(=O)c2cc1OC
99	21	12	-8	0	-1	-1	-0.2	3	0.1	CCC1(C)CC(=O)N(c2ccc(F)c(Cl)c2)C(=O)C1
95	1	8	6	5	1	-4	0.2	0	0.1	CCOc1ccc(Cl)cc1S(=O)(=O)N1CCC(C(=O)NCc2ccco2)CC1
97	-2	3	-1	2	0	-13	-0.8	4	0.7	COc1cc2c(cc1OC)CN(C(=O)CN1C(=O)NC3(CCC(C)CC3)C1=O)CC2 (stereo unspecified)

# 4 compounds picked at random from those above:
ABCB6 inh MLPCN	Vif inh	MC4R antagonist	Granule exo inh	TLR9-MyD88 inh	Glyco luc inh	NOD2 RIPK2 PPI	MC4R ag barr	ABHD5-PLIN5 inh	aDG glyco up	SMILES
94	-14	-7	2	-1	-5	5	-1.0	-13	0.9	CC1CN(S(=O)(=O)c2cc(C(=O)NCCC3=CCCCC3)ccc2Cl)CC(C)O1 (stereo unspecified)
98	3	7	2	-4	0	-1	-2.0	6	0.0	Cc1c(Cl)cccc1NC(=O)CSc1nnnn1C
99	21	12	-8	0	-1	-1	-0.2	3	0.1	CCC1(C)CC(=O)N(c2ccc(F)c(Cl)c2)C(=O)C1
102	-2	6	-1	-11	3	2	2.5	4	0.5	COc1cc2c(C(=O)N3CCN(c4cccc(Cl)c4)CC3)cn(CC(C)C)c(=O)c2cc1OC

# Additional records:
ABCB6 inh MLPCN	Vif inh	MC4R antagonist	Granule exo inh	TLR9-MyD88 inh	Glyco luc inh	NOD2 RIPK2 PPI	MC4R ag barr	ABHD5-PLIN5 inh	aDG glyco up	SMILES
101	1	-4	-2	-12	0	-12	-0.4	6	-0.2	Cc1cccc(-n2ncc3c2CCCC3NC(=O)CCCN2CCCCC2=O)c1C (stereo unspecified)
94	4	5	5	-2	-5	2	-0.7	-2	-0.3	COc1ccc(CNC(=O)[C@@H](C)NC(=O)[C@@H]2Cc3ccccc3CN2)cc1
99	13	1	2	7	1	-13	-1.6	5	-0.2	O=C(CCC(=O)OCC(F)(F)C(F)F)Nc1ccc(F)cc1F
104	.	6	3	7	0	-3	-2.4	2	-0.2	CC(C)(C)OC(=O)N1CCC(c2c(C(=O)O)cnn2-c2ccccc2)CC1
95	-19	8	8	-8	-5	-6	-2.1	2	0.0	COc1cccc(NC(=O)CN(C)C(=O)c2cccc(S(=O)(=O)N3c4ccccc4CC3C)c2)c1 (stereo unspecified)
93	1	1	1	-6	2	3	-0.9	-5	0.0	O=[N+]([O-])c1ccc(NCc2ccccc2)nc1
88	0	12	0	-2	1	-1	-4.8	2	-0.1	CC(c1ccccc1)n1c(S(=O)(=O)O)nc2ccccc21 (stereo unspecified)
106	.	5	-1	1	1	-7	0.6	0	-0.1	COc1ccc(OC)c(NC(=O)C2CC(=O)N(c3ccccc3)C2)c1 (stereo unspecified)

# An excerpt (hit frequency here may not be typical).
